Screens from PubChem.
TAAR1 antagonist: antagonists of human TAAR1; Q96RJ0; CHO RD-HGA16 TAAR1, Fluo-8 calcium fluorescence, antagonist; inhibition, % at 3 µM; 1.5% of 360,000 active; AID 624466;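 active = inhibition above a per-plate cutoff, the mean inhibition of test compounds on that plate plus 3 SD, cut at about 49% in these data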;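 also: 0% = DMSO plus EC80 beta-PEA response and 100% = DMSO alone without agonist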
Target sequence (Q96RJ0 whole entry, looked up): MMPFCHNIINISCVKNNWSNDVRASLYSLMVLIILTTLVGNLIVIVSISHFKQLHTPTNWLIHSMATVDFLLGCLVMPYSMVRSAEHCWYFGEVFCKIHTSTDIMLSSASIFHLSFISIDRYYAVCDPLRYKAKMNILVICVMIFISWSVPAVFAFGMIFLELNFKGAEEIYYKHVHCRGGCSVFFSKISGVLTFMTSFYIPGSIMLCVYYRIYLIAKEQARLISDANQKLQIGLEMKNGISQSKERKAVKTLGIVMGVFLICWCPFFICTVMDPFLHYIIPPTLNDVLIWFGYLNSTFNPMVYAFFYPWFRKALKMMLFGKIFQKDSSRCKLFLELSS
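Assay system: CHO-derived RD-HGA16 cells stably expressing human TAAR1 plus Gα16. Timing: 140 s kinetic read after compound, 140 s after agonist. Technique: kinetic Fluo-8 calcium fluorescence measurement. Measure: % inhibition of agonist calcium response.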
CHRM1 agonist: human M1 muscarinic receptor agonism; P11229; CHO-K1 hM1, Fluo-8 calcium fluorescence, agonist mode; 0% DMSO, 100% acetylcholine EC100; activation, % at 3 µM; 0.33% of 360,000 active; AID 588814;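 active = activation above the run's mean compound activation plus 3 SD, cut at about 16% in these data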;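 also: peak over basal fluorescence ratio within a 140 s kinetic read after compound addition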
Target sequence (P11229 whole entry, looked up): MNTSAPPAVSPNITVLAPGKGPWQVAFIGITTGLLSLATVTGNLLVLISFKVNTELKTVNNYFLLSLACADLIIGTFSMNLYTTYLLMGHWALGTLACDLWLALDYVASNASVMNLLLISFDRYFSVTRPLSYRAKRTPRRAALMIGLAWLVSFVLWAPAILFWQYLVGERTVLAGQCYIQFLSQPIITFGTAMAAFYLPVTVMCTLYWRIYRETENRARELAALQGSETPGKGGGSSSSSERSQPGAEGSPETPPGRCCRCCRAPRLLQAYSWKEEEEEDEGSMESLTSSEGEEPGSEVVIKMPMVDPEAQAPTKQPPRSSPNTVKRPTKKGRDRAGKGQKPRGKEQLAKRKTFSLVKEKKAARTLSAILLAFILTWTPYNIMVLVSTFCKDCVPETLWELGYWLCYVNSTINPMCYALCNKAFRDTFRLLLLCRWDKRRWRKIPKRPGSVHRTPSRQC
CHRM1 antagonist: human CHRM1 antagonism. 1.3% of 360,000 active. inhibition, % at 3 µM. CHO-K1 hM1, Fluo-8 calcium fluorescence, ACh EC80 antagonist;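 active = percent inhibition above its own plate's cutoff, namely the mean of that plate's compound wells plus 3 SD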;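 also: peak over basal fluorescence ratio during 140 s after agonist addition; 0% = ACh EC80 plus DMSO and 100% = DMSO alone without agonist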
TAAR1 ag: human TAAR1 agonism; activation, % at 3 µM; Q96RJ0; AID 624467; 0.99% of 360,000 active; CHO RD-HGA16 TAAR1, Fluo-8 calcium fluorescence; vehicle wells 0%, saturating PEA agonist 100%;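 active = activation above the mean activation of all test compounds in the run plus 3 SD, cut at about 38% in these data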
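Assay system – CHO-derived RD-HGA16 cells with stable Gα16 and human TAAR1 · Compound dosing – one-point dosing at 3 µM (nominal) · Incubation – 17-24 h seeding, 75 min 37 °C dye, 30 min RT · Measured by – kinetic Fluo-8 calcium fluorescence · Control set – DMSO vehicle as 0%, PEA at EC100 as 100% · Repeats – single well for each compound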
CHO parental Ca: counter-screen for OX1R antagonists: effect in parental CHO cells | parental CHO-K1, ATP-induced calcium, Fluo-8 fluorescence | inhibition, % at 5.6 µM | 0.63% of 330,000 active | AID 463079;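 active = inhibition above that plate's mean sample inhibition plus 3 SD, cut at about 26% in these data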;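 also: 0% = ATP-challenged DMSO wells and 100% = DMSO wells without ATP; some compounds past the cut are filed as inactive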
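material = parental CHO cells | also added = ATP as calcium-mobilizing challenge | dosing = single point at 5.6 µM | detection = intracellular calcium via Fluo-8 no-wash fluorescent dye | read-out = % inhibition | benchmarks = low control ATP plus DMSO, high control DMSO only | repeats = one well per compound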
CHO-K1 Ca antag: counter-screen for M1 antagonists: effect in parental CHO-K1 cells; ATP-induced calcium, Fluo-8 fluorescence; inhibition, % at 3 µM; 0.6% of 360,000 active;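 active = inhibition above a per-plate cutoff, the plate's mean sample inhibition plus 3 SD, cut at about 24% in these data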;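 also: 0% = DMSO plus EC80 ATP and 100% = DMSO alone without ATP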
M1 ag parental: M1 agonist counterscreen hit in parental CHO-K1 cells; Fluo-8 calcium fluorescence; scaled to maximal ATP response, vehicle zero; activation, % at 3 µM; 0.48% of 360,000 active; AID 602248; in the data active = activation above about 15%;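 also: untransfected CHO-K1 host cells lacking M1 receptor as counterscreen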
M1 PAM parental: nonselective activator or artifact in parental CHO-K1 calcium assay; ATP EC20, Fluo-8 calcium fluorescence; 0% at ATP EC20, 100% at ATP max; activation, % at 3 µM; 0.02% of 360,000 active;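 active = activation above the run cutoff, the mean activation of all test compounds plus 3 SD, cut at about 40% in these data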;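 also: peak over basal fluorescence ratio in a 140 s read after ATP addition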
CHRM1 PAM: potentiates human M1 receptor response to acetylcholine. P11229. CHO-K1 hM1, Fluo-8 calcium fluorescence, ACh EC20; 0% = ACh EC20, 100% = maximal ACh. activation, % at 3 µM. 0.088% of 360,000 active. AID 588819; in the data active = activation above about 19%, passing the limit was not always enough
Active calls of the source: *; / = no result given.

SMILES	TAAR1 antagonist	CHRM1 agonist	CHRM1 antagonist	TAAR1 ag	CHO parental Ca	CHO-K1 Ca antag	M1 ag parental	M1 PAM parental	CHRM1 PAM
C#CCOCCOCCOCCNc1nc(N2CCN(C(=O)[C@H]([C@@H](C)CC)n3cc([C@@H](N)CC(C)C)nn3)CC2)nc(N2CCN(C(=O)[C@H](CCCCN)n3cc([C@@H](N)CO)nn3)CC2)n1	/	-3	-5	/	-3	6	1.1	-7	4
NC(=O)c1ccc(/C=N/O)nc1	8	1	12	5	-9	1	0.1	-6	0
COC(=O)c1c(C)cc(O)c(C=O)c1O	/	-2	-19	/	-2	2	0.1	5	14
Cc1ccc(SCC(=O)OCC(=O)Nc2ccc3[nH]c(=O)[nH]c3c2)cc1C	-8	-2	-3	0	-13	-6	-0.2	-15	1
O=C(NCc1ccc(Cl)cc1)[C@@H]1CCCN1S(=O)(=O)c1ccc(Cl)cc1	-5	-2	14	1	-12	-2	-0.1	3	-9
Cc1c(N/C(=N/S(=O)(=O)c2ccc(F)cc2)c2ccccc2)c(=O)n(-c2ccccc2)n1C	24	-1	-6	-1	-5	-13	-0.2	11	8
O=C(Nc1ccc2ccccc2c1)c1onc2c1CCCC2	14	0	10	14	-14	9	-0.2	-3	-1
CCc1ccccc1NC(=O)CN(C)C(=O)c1cc(C2CC2)nc2c1cnn2C(C)C	0	-2	0	-3	-30	-9	-0.1	-1	0
CSc1ccc(CNC(=O)C2CCC(=O)N(Cc3cccc(F)c3)C2)cc1 (stereo not given)	-10	-2	-7	5	/	1	1.8	-16	7
O=C(N/C(=C\c1cccs1)C(=O)N1CCOCC1)c1cccs1	-7	-3	4	10	-13	1	-0.1	16	-2
O=C(CN1CCCCCC1)N/N=C/c1cccc(Cl)c1Cl	-22	-8	-11	8	-21	-2	0.9	27	13
CCn1cc(CN2CCC(C(=O)Nc3cccc(-c4cccc(Cl)c4)c3)CC2)cn1	-34	-6	20	17	-10	15	0.9	-27	-9
NS(=O)(=O)c1ccc(NC(=O)c2c(F)cccc2Cl)cc1	-1	-1	-3	3	-6	-7	0.3	8	3
Cc1cnc(NC(=O)c2ccc(F)c(S(=O)(=O)N3CCOCC3)c2)s1	-22	0	-10	3	-17	-18	3.6	9	4
COc1ccc(N=Nc2nc3cc(Br)c(Br)cc3n2C)c(OC)c1	6	0	0	10	11	-4	1.7	17	0
Cc1ccc(C)c(NC(CC(=O)c2ccccc2)C(=O)OCC(=O)c2cccs2)c1 (stereo not given)	2	-5	-2	0	-3	-8	0.5	20	2
Cn1cccc1C(=O)NC(=O)COC(=O)c1ccc(S(C)(=O)=O)c([N+](=O)[O-])c1	/	-1	-12	/	9	-11	5.2	23	3
CC1CCCN(C2=C(NS(=O)(=O)c3ccc(Br)cc3)C(=O)c3ccccc3C2=O)C1 (stereo not given)	-29	-5	0	29	-8	-5	0.0	-7	-7
CN(C)CCNC(=S)Nc1ccccc1Cl	2	-8	-12	1	1	-16	0.4	12	8
CCn1c(SCC(=O)Nc2cccc(O)c2)nc2c1c(=O)n(C)c(=O)n2C	-2	0	-17	1	-5	-19	0.7	25	17
O=C1C2C3C=CC(C4CC34)C2C(=O)N1/N=C/c1ccc([N+](=O)[O-])s1 (stereo not given)	0	-7	-4	12	-17	17	0.4	-11	1
O=C(C1=C[C@H](c2ccc3c(c2)OCO3)C[C@H](OCCCCO)O1)N1CCN(Cc2ccccc2)CC1	9	-4	0	2	-4	-14	0.1	3	1
Cc1ccc(CNC(C)c2ccccc2)cc1 (stereo not given)	12	-8	-14	2	-7	-6	1.2	23	7
O=C(N/N=C/c1c[nH]c2ccc(Br)cc12)c1ccn(Cc2ccc(Cl)cc2)n1	62*	1	-4	16	-1	-8	1.7	11	9
COc1ccccc1-c1nnc2sc(COc3ccc(Cl)cc3)nn12	5	6	-38	7	-29	1	2.2	-2	16
COc1ccc(Cl)cc1C(=O)Nn1c(C)nc2ccccc2c1=O	-15	2	-19	-3	-19	-12	1.4	16	-1
Fc1ccc(-c2nc3ccc(Cl)cn3c2Cc2ccccc2)cc1	34	-7	-1	4	/	3	0.5	8	1
CCOCCCNC(=O)c1cc2c(=O)[nH]c3ccccc3c2s1	0	-5	-5	5	-10	-11	2.5	12	1
CC(=O)c1ccc(OCC(O)CN2CCN(CC(O)COc3ccc(C(C)=O)cc3)CC2)cc1 (stereo not given)	3	-5	1	3	-11	2	0.9	12	3
COC(=O)CCCC(=O)N1CCOCCN(C(=O)CCCC(=O)OC)CCOCC1	-7	0	3	12	-16	3	-0.3	-5	-10
Cc1cc(=O)n2nc(N3CCCC(C(=O)NCCc4ccc(Cl)cc4)C3)sc2n1 (stereo not given)	-31	-6	-10	8	-28	-21	1.6	15	10
OCCN=C1CCCc2c1[nH]c1ccc(Br)cc21	-8	-5	13	7	-12	8	0.3	-1	-8
O=C(N/N=C/c1cccnc1)c1cccc(NC(=O)c2ccc(Cl)cc2)c1	/	-4	-6	/	-9	-7	1.6	9	7
COc1ccc(NC(=O)CN(C)S(=O)(=O)c2ccc(Cl)cc2)cn1	-24	-4	-1	-1	-9	-12	0.9	22	0
CCOC(=O)c1c(C)[nH]c(C(=O)N(C)CC(=O)Nc2ccc(OCC)c(OCC)c2)c1C	-29	-3	-9	0	/	-14	0.4	13	0
Cc1ccc(C(=O)OCC(=O)Nc2ccc3[nH]c(=O)[nH]c3c2)o1	-8	-3	-19	1	-10	-4	0.0	10	13
CCn1c(=O)c2cc(C(=O)Nc3cccc(C(C)=O)c3)sc2c2ccccc21	-5	-2	7	-1	-5	-7	0.8	13	-3
O=C1CC[C@@H](OCc2ccccc2)CCN1CC[C@H](Sc1ccccc1)c1ccccc1	19	-7	-2	6	-19	-12	0.7	-2	-1
Cc1cc(C)cc(NC(=O)NCC(O)COc2ccc([N+](=O)[O-])cc2)c1 (stereo not given)	-11	-2	-4	0	-19	-7	1.0	1	-1
CCCCC(=O)Nc1ccc(C(=O)NNC(=O)c2ccccc2Br)cc1	/	-4	-2	/	-16	-8	-0.3	10	0
Cc1ccccc1OCC(=O)Nc1ccc(N2CCN(C(=O)C(C)C)CC2)c(Cl)c1	51*	2	35*	20	30*	16	9.1	-8	-13
Cc1cc(=O)[nH]c2c3ccccc3nn12	-4	-3	-7	1	-5	-16	1.2	18	9
CCn1cc(C(=O)OCC(=O)c2cc(C)n(-c3ccccc3)c2C)c(=O)c2ccc(C)nc21	-19	-13	8	-1	-14	7	0.6	0	1
CC(=O)c1ccc(OCCCC(=O)NCc2nnc3ccccn23)cc1	-14	-2	-11	1	/	-13	1.3	11	4
O=C(CSc1nc2ccccc2n1Cc1ccc(Cl)cc1)N/N=C/c1ccccc1C(=O)O	16	-3	2	6	-4	-10	-0.4	8	5
Cc1ccc(OCc2cc(C(=O)NCc3cnn(-c4cccc(F)c4)c3)no2)cn1	2	-2	21	4	-35	13	1.2	-12	-10
CCCCN(C(=O)c1ccc(Cl)c([N+](=O)[O-])c1)c1c(N)n(CCC)c(=O)[nH]c1=O	4	-12	-4	1	-12	-16	0.8	18	12
Cc1nn(CC(=O)Nc2ccc3c(c2)OCO3)c(C)c1[N+](=O)[O-]	16	0	-10	5	7	-13	1.4	17	10
CN(C(=O)c1ccc(NC(=O)C2CCCN(C(=O)OC(C)(C)C)C2)cc1)C1CC1 (stereo not given)	16	-1	-8	3	-21	-19	0.6	2	15
COc1ccc(C2c3[nH]c4ccccc4c3C[C@H]3C(=O)N(C4CCN(Cc5ccccc5)CC4)CC(=O)N23)c(OC)c1 (stereo not given in full)	14	-8	-10	6	-8	-7	2.3	0	0
N#CC1(c2ccccc2)CCCN1C(=O)c1ccco1 (stereo not given)	7	-4	-14	1	13	-4	-0.1	12	4
COc1ccc(OC)c(CNn2c(-c3ccccc3F)nc3ccccc3c2=O)c1	29	-10	-1	9	-19	3	9.9	20	-4
CCn1cc(CNCc2ccc(OCC(O)CN(C)Cc3ccccc3)cc2)cn1 (stereo not given)	/	-16	1	/	-18	1	4.2	-3	-7
COc1ccccc1N1CC(C(=O)Nc2cccc(C(=O)O)c2)CC1=O (stereo not given)	-1	1	-9	8	3	7	0.0	7	6
CC(C)NC(=O)C1(S(=O)(=O)c2ccccc2)CC=CC1	7	-5	5	6	1	-8	-0.3	0	-5
CCOC(=O)c1c(CN(C)C)n(-c2ccc(C)cc2)c2cc(Br)c(O)cc12	-27	-5	3	1	-21	-2	1.4	14	-1
COc1ccccc1-c1cnc(C(O)c2ccc(Cl)cc2)[nH]1 (stereo not given)	-9	2	-6	5	/	10	1.0	-1	0
O=C(O/N=C1/CCSc2ccccc21)c1ccccc1	28	-5	-11	2	-23	-11	0.5	2	4
O=C(NCC1CC1)c1cccc2c1C(=O)c1ccc(-c3ccc(OC(F)(F)F)cc3)cc1S2(=O)=O	15	0	12	8	-5	-6	-0.1	-13	1
COCCNC(=O)NC(=O)COC(=O)c1cc([N+](=O)[O-])ccc1Sc1nc(C)cs1	1	-1	-1	4	-16	14	0.3	4	1

Other records follow.
SMILES	TAAR1 antagonist	CHRM1 agonist	CHRM1 antagonist	TAAR1 ag	CHO parental Ca	CHO-K1 Ca antag	M1 ag parental	M1 PAM parental	CHRM1 PAM
Cc1nn2c(C)c(C(=O)Nc3ccccc3)cnc2c1-c1ccccc1	58*	-2	4	14	-10	-4	7.7	4	-5
O=C(Nc1cccnc1Cl)C1CCCN(c2ncnc3c2nc2n3CCCCC2)C1 (stereo not given)	4	-1	-7	1	-21	-10	0.0	19	7
CCOC(=O)c1cc2c(c(CCO)n1)[C@H](CCO)N(S(=O)C(C)(C)C)C2 (stereo not given in full)	-4	-3	-4	2	/	-10	0.8	6	1
CC(Sc1nnc2c(n1)C1(C)CCC2C1(C)C)C(=O)Nc1ccccc1 (stereo not given)	-10	-5	-9	10	-34	-8	1.1	11	8
COc1ccc2nc(N3C(=O)C(O)=C(C(=O)c4ccco4)C3c3ccco3)sc2c1 (stereo not given)	4	-6	2	0	/	-15	0.4	14	11
Cc1nn(-c2ccccc2)c(C)c1/C=N/NC(=O)c1ccc(F)cc1	-10	-2	-5	1	-6	17	2.2	-17	2
CC(=O)N1CCN(c2ncnc3sc(-c4ccccc4)cc23)CC1	2	-5	-3	-1	-17	-17	0.8	20	3

Of the compounds above, these contain two or more sulfur atoms:
SMILES	TAAR1 antagonist	CHRM1 agonist	CHRM1 antagonist	TAAR1 ag	CHO parental Ca	CHO-K1 Ca antag	M1 ag parental	M1 PAM parental	CHRM1 PAM
O=C(N/C(=C\c1cccs1)C(=O)N1CCOCC1)c1cccs1	-7	-3	4	10	-13	1	-0.1	16	-2
Cc1cnc(NC(=O)c2ccc(F)c(S(=O)(=O)N3CCOCC3)c2)s1	-22	0	-10	3	-17	-18	3.6	9	4
COCCNC(=O)NC(=O)COC(=O)c1cc([N+](=O)[O-])ccc1Sc1nc(C)cs1	1	-1	-1	4	-16	14	0.3	4	1
